# HTR1A agonist = activates the human 5-HT1a serotonin receptor; AID 567; CHO 5-HT1a Ga15 NFAT-bla reporter, FRET ratio; 0% basal, 100% maximal reference agonist; activation, % at 10 µM; actives 0.56% (n = 65,000); P08908;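 active = activation above the screen-wide mean activation plus 3 SD, cut at about 19% in these data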;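 also: 0% = DMSO wells and 100% = 5-CT at EC100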
# Target sequence (P08908 whole entry, looked up): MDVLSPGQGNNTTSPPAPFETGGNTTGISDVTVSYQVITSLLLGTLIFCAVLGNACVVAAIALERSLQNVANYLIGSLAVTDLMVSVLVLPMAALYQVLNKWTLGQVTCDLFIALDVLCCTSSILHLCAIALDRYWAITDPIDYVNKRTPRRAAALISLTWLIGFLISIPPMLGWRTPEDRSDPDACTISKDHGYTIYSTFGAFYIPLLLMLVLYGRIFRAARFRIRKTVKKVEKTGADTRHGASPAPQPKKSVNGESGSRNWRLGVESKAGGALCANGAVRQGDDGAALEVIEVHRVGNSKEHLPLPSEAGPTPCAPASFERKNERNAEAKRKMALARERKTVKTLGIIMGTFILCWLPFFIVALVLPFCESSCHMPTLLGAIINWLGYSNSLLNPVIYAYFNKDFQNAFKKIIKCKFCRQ
# C1s block = blocks human complement C1s protease activity; P09871; purified C1s, fluorogenic AMC substrate, pooled mixtures; actives 0.16% (n = 62,000); mean inhibition % of two 10-compound mixtures (hits give high values), % at 5 µM (by protocol);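 active = inhibition above 20% in each of the two 10-compound mixture wells holding the compound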;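 also: 0% = enzyme wells lacking compound mixture and 100% = no-enzyme blank wells; some compounds called inactive have numbers as strong as hits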
# MKP-1 inh = blocks human MKP-1 phosphatase activity; recombinant MKP-1, OMFP hydrolysis fluorescence; inhibition, %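 (compounds tested at a single concentration somewhere between 10 and 100 µM)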; actives 0.15% (n = 65,000);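 active = inhibition above about 50%, limit read from the data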;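 also: 0% = DMSO max control wells and 100% = wells with enzyme stopped by NaOH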
# CatL block = blocks human cathepsin L protease activity | P07711 | purified cathepsin L, fluorogenic substrate, fluorescence | inhibition, %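 (tested at 10 µM)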 | actives 0.17% (n = 58,000) | AID 460; in the data active = inhibition above about 45%;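 also: 0% = enzyme with no compound and 100% = no enzyme blank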
# Target sequence (P07711 114-288 limits assumed): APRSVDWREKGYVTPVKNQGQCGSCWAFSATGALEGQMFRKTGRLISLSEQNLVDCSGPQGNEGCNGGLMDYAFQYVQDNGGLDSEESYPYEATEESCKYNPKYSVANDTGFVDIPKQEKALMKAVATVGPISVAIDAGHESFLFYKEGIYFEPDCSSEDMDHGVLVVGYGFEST
# Target sequence (P07711 292-333 limits assumed): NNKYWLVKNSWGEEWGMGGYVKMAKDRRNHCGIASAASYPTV
# FXIa inh mix = inhibitors of human coagulation factor XIa, pooled mixtures; inhibition, % at 5 µM; purified FXIa, fluorogenic substrate; actives 0.19% (n = 62,000);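 also: each value is inhibition by a whole ten-compound pool holding the compound; 0% = enzyme with no mixture and 100% = wells lacking enzyme; strong numbers were not always called active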
# Cathepsin G inh = inhibitors of human cathepsin G; purified enzyme, AMC-tetrapeptide fluorescence, pooled mixtures; P08311; inhibition, % at 5 µM (by protocol); actives 0.2% (n = 62,000);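 active = inhibition above 20% in each of the two mixture wells holding the compound; inactive = inhibition of 20% or less in either well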;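 also: 0% = enzyme control without mixture and 100% = blank lacking enzyme; strong numbers were not always called active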
# Target sequence (P08311 21-244 limits assumed): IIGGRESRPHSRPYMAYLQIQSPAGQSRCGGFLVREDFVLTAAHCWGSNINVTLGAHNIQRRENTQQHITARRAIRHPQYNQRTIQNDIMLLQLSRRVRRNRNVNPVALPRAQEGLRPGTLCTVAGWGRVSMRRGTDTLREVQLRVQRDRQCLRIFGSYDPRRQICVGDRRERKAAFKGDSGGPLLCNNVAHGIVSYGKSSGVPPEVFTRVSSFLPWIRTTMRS
# Cdc25B inh = human M-phase inducer phosphatase 2 inhibition. inhibition, %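 (compounds tested at 10 µM final in the well)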. P30305. actives 0.1% (n = 65,000). recombinant Cdc25B, OMFP fluorescence Ex485/Em525; in the data active = inhibition above about 50%
# Hsp90 inh = displaces geldanamycin probe from tumor Hsp90 | P07900 | NCI-N417 lysate Hsp90, Cy3B-geldanamycin FP displacement | inhibition, % at 30 µM | actives 0.35% (n = 64,000) | AID 429;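 active = inhibition above 50%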;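 also: 0% = tracer plus lysate wells and 100% = tracer alone without lysate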
# FXIIa mix inh = factor XIIa (human) inhibition, mixture screen. P00748. purified FXIIa, fluorogenic substrate, pooled mixtures. inhibition, % at 5 µM. actives 0.2% (n = 62,000);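 also: 0% = enzyme without compound and 100% = no enzyme blank; some results filed as inactive read as strong as hits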
# An asterisk follows results filed as active; i = inactive; . = not tested or not shown. Rule as the data show it, unless noted: active = inhibition above about 20% (passing the limit was not always enough); inactive = the rest.
SMILES,Hsp90 inh,FXIa inh mix,C1s block,MKP-1 inh,FXIIa mix inh,Cathepsin G inh,HTR1A agonist,Cdc25B inh,CatL block
O=C(Nc1cnccn1)c1cccnc1,-19,3,-29,36,1,-13,-1.8,-6,0
O=C(CN1C(=O)NC2(CCc3ccccc32)C1=O)Nc1cc(C(F)(F)F)ccc1N1CCOCC1 (configuration not stated),-1,3,7,25,-19,11,-2.1,-4,15
CSC1=NCCN1C(=O)c1cccc(C(F)(F)F)c1,0,6,-6,8,-3,-2,0.5,4,-4
Cc1ccc(C2C3=C(CCCC3=O)Nc3[nH]c(=S)[nH]c(=O)c32)cc1 (configuration not stated),-4,5,-16,4,4,-5,-1.0,-9,-3
CNC(=O)c1c(N)sc2c1CCCCC2,-9,-2,-21,20,-1,8,-1.3,0,9
CCCCOc1ccccc1NC(=O)C=C(C)C,3,-3,4,7,1,1,1.0,-9,8
COc1cccc(N(CC(=O)Nc2cccc(C(C)=O)c2)S(C)(=O)=O)c1,-4,3,-21,-4,2,6,-0.9,-8,9
O=C(CCC(=O)c1ccc[nH]1)c1ccc(Cl)cc1,-4,7,1,25,1,1,-3.9,7,-7
COC(=O)NC(Nc1sc2c(c1C(N)=O)CCCC2)(C(=O)OC)C(F)(F)F (configuration not stated),2,.,.,-15,.,.,0.0,-19,0
CCc1c(C)c2cc(Cl)c(O)c(CN3CCCCC3)c2oc1=O,3,.,.,-25,.,.,4.8,-11,i
CCOC(=O)C(C)Sc1nnc(-c2ccccc2O)n1Cc1ccccc1 (configuration not stated),2,3,2,-23,-4,0,-2.5,-2,-2
Clc1ccc(OCCn2ccnc2)c(Cl)c1,0,5,-22,-2,5,-2,-3.0,-4,.
Cc1cc2cc(CNC(=O)c3ccc4c(c3)OCO4)ccc2[nH]1,-1,-2,-1,3,7,6,-1.5,-10,17
O=C(CC1CCS(=O)(=O)C1)NC1CCCCC1 (configuration not stated),0,7,-32,1,3,-1,-3.1,11,.
O=c1cc(CN2CCN(CCO)CC2)c2cc3c(cc2o1)CCC3,-1,8,-20,-13,10,-14,0.5,-9,-5
O=S(=O)(c1cccc2cccnc12)N(CCO)CCO,-2,7,-8,-7,9,0,-2.9,-52,1
Cc1ccc(S(=O)(=O)N2CCCC(C(=O)NC3=NCCS3)C2)cc1 (configuration not stated),5,12,-31,-8,4,-1,-2.2,4,3
c1ccc(Cn2nnc3c(NCCN4CCOCC4)ncnc32)cc1,-1,-5,5,7,2,9,1.7,-10,28
Oc1cccc(/C=N/c2c(-c3ccco3)nc3ccccn23)c1,13,0,-39,-4,8,-11,-2.3,-4,.
CC1(C)C2CCC13CS(=O)(=O)N[C@@H]3C2 (some centres not stated),3,-5,-14,-13,6,-4,-0.3,4,-1
O=C(CN1C(=O)CSC1=O)N1CCc2ccccc2C1,0,1,10,-12,2,6,0.9,2,6
O=C(Nc1ccc(S(=O)(=O)N2CCCCC2)cc1)c1cnccn1,-2,-2,-9,0,-18,-5,-2.6,1,2
CCCCOC(=O)c1ccc(NS(=O)(=O)c2cc(-c3nnnn3CC)ccc2OC)cc1,-3,1,-31,9,10,-9,-0.4,-15,0
COc1cc(C(=O)N2CCN(C(=O)c3ccco3)CC2)cc(OC)c1OC,.,4,6,7,-2,7,.,-3,2
CC(C)C(CCN1C(=O)CCC1=O)C1CCOC(C)(C)C1 (configuration not stated),.,2,7,.,1,7,-0.1,.,-1
NC(=O)c1ccccc1NS(=O)(=O)Cc1ccc(Cl)cc1,-2,9,-6,14,1,-1,-0.8,1,-6
Nc1nonc1OCCc1ccccc1,-3,.,.,-20,.,.,0.5,-20,-2
CCn1c(SCC(=O)NCc2ccco2)nc2c1c(=O)n(C)c(=O)n2C,-3,2,-19,-20,7,-3,0.0,-12,5
CCOc1cc(C2C(C(=O)c3ccc(C)o3)=C(O)C(=O)N2CCc2ccccc2)ccc1O (configuration not stated),1,6,5,27,5,10,0.5,-7,-8
O=C(Cn1ccc2ccccc2c1=O)NCCC(=O)N1CCN(C(=O)c2ccco2)CC1,-7,4,-31,0,10,-10,0.8,-25,3
CCSc1nnc(NC(NC(=O)c2ccco2)(C(F)(F)F)C(F)(F)F)s1,-2,.,.,-18,.,.,3.0,-23,-17
O=c1oc2c3c4c(cc2c(C(F)(F)F)c1CCN1CCOCC1)CCCN4CCC3,12,.,.,-11,.,.,2.7,-14,-12
CC1(C)CC(=O)c2cc(C(=O)NCc3ccco3)c(=O)n(-c3ccccc3)c2C1,-1,-8,-39,9,12,-5,-0.8,-3,9
O=C(CSc1nc2cc(Cl)ccc2o1)N1CCOCC1,3,5,-1,-3,4,2,1.0,4,-6
CCOC(=O)c1ccc(NC(=O)CSc2nnc(-c3cccs3)n2CC)cc1,-3,-3,-12,3,0,-5,-2.6,-11,-1
CCOCCOC(=O)C1=C(C)N(C)C(=O)NC1c1cc(Cl)c(O)c(OC)c1 (configuration not stated),-2,-2,-3,2,2,6,-0.7,-3,2
Cc1noc(C)c1CSCC(=O)OCC(=O)Nc1sccc1C#N,-5,2,5,-1,4,6,-6.4,4,-3
O=C(CS(=O)(=O)c1ccccc1)c1ccc2c(c1)OCCO2,-4,7,-4,7,5,-1,0.0,-3,.
CCn1cc(C(=O)NCC(=O)OC)c2cc(OC)c(OC)cc2c1=O,.,15,2,-5,-1,27,0.5,-2,.
Cc1ccccc1OCC(O)Cn1c(SC(C)C)nc2c1c(=O)[nH]c(=O)n2C (configuration not stated),18,1,-6,22,14,1,1.0,5,-2
CCCCC1CC1C(=O)Nc1ncc2c(n1)CC(C)(C)CC2=O (configuration not stated),0,3,3,7,31,-4,0.2,-3,-9
COCCOC(=O)c1c(C)oc2ccc(O)c(CN3CCC(C)CC3)c12,-1,-1,-2,15,-21,10,-1.2,0,4
O=C(CCc1nc2ccccc2[nH]1)Nc1ccc2c(c1)OCCO2,-2,8,11,4,1,11,-6.7,-7,.
O=C(Nc1ccc(SC(F)F)cc1)c1ccc2nccnc2c1,-7,5,12,8,20,10,-2.6,-12,9
CCOc1ccc(CCNC(=O)CN(C)S(=O)(=O)c2cccc3nsnc23)cc1OCC,-4,-20,-109,5,6,-9,0.6,-5,-1
CCC1CCCCN1S(=O)(=O)c1ccc2c(c1)CCN2C(=O)C1CCC1 (configuration not stated),-2,9,2,0,1,3,-2.9,8,-3
Cc1ccc(-n2[nH]c(C)c(C=Nc3cc(C)ccn3)c2=O)cc1,-3,8,0,-16,-9,-1,-1.9,3,0
CN(C)C(=O)N1CCN(C(=O)c2ccco2)CC1,-2,-27,-69,7,-18,-28,-1.2,-6,-11
O=C(O)C1CC(=O)N(CCOc2ccccc2)C1 (configuration not stated),-1,4,5,-4,-16,-32,-8.7,-14,10
COC(=O)CN(c1ccc(C(C)C)cc1)S(=O)(=O)c1c(C)[nH]c(=O)[nH]c1=O,-1,6,16,11,9,9,-1.5,3,-8
CCCn1c(SCC(=O)Nc2nnc(C(C)C)s2)nc2c1c(=O)n(C)c(=O)n2C,-2,7,2,9,4,-6,0.4,-4,0
CC1(C)C2CCC1(CS(=O)(=O)NCc1ccc(C(=O)O)cc1)C(=O)C2 (configuration not stated),0,6,0,-1,-12,4,0.6,-19,-4
CCN(CC)CCCN1C(=O)C(O)=C(C(=O)c2ccc(C)o2)C1c1ccco1 (configuration not stated),-6,6,-37,1,7,-9,1.3,-9,0
O=C(NCc1ccc2c(c1)OCO2)c1cc2ncc(Br)cn2n1,-5,9,5,3,4,2,-1.0,5,-8
CCOC(=O)c1[nH]c(C)c(CN(CCc2ccccc2)C(=O)CCC(=O)O)c1C,-4,8,13,9,-1,8,0.1,-6,9
COc1ccc(Nc2nc(N3CCCC3)nc3ccccc23)c(OC)c1,0,7,4,-8,9,2,-1.2,0,-1
CCN(CC)C(=O)C1CCCN(Cc2ccccc2C(F)(F)F)C1 (configuration not stated),-3,5,12,11,4,6,-2.4,-15,1
Cc1cccc(C(=O)Nc2ccc(O)cc2)c1,-2,1,-29,-1,-2,2,-0.6,-11,22
CCN(CC)S(=O)(=O)c1ccc(C(=O)NCC(c2cccs2)N2CCOCC2)cc1 (configuration not stated),.,-5,2,4,5,8,0.9,-7,17
Cc1nc2cc(-c3cccc(Cl)c3)nn2c(N2CCN(C(=O)c3ccco3)CC2)c1C,4,-3,-37,29,-11,-7,-0.7,-14,1

# Continuation:
SMILES,Hsp90 inh,FXIa inh mix,C1s block,MKP-1 inh,FXIIa mix inh,Cathepsin G inh,HTR1A agonist,Cdc25B inh,CatL block
CN1CCN(c2ccc(NC(=O)c3ccc4c(c3)OCO4)cc2)CC1,6,4,2,7,-6,0,-0.1,-4,1
Fc1ccc(-c2nnc(-c3ccc(Cl)cc3Cl)o2)cc1,3,8,-15,2,2,-3,2.5,-2,.
CCc1nnc(NC(=O)CSc2nc3c(cc2C#N)CCCC3)s1,-1,-6,2,1,4,0,-1.6,-2,3
CCc1c(C)nc(SCCOc2ccc(OC)cc2)[nH]c1=O,-2,2,14,9,-5,12,-0.8,-7,2
Cn1c(=O)c2c(nc(NCCO)n2C)n(C)c1=O,0,2,-26,1,2,-4,-2.1,3,-4
Cc1oc(-c2ccccc2F)nc1CS(=O)(=O)CC(=O)N1CCN(Cc2ccccc2)CC1,2,-1,-16,1,1,-3,1.0,-14,12
COc1ccc(-c2nnc(SCc3cccc(C#N)c3)o2)cc1,-2,4,13,-1,8,10,-2.5,-11,-5
COc1ccc(OC)c(S(=O)(=O)n2nc(-c3ccccc3)cc2N)c1,1,7,30,4,0,-1,-2.8,-2,11
O=C(O)CCCCCNC(=O)CCn1nnc2ccccc2c1=O,-2,3,6,15,11,-6,-1.2,-4,-11
CCOC(=O)c1ccccc1NC(=O)c1ccc2c(=O)n3c(nc2c1)CCCCC3,-3,-2,31,12,3,4,-2.0,-14,10
CCC(C)C(NC(=O)c1ccccc1NC(=O)c1ccco1)C(=O)NC1CCCCC1 (configuration not stated),-2,1,-30,18,2,0,-0.3,-3,.
COCCn1c(=S)[nH]c2cc(C(=O)NCC3CCCO3)ccc2c1=O (configuration not stated),-4,15,-2,-2,1,9,-0.8,-6,8
COCCNC(=O)c1cn(C)c2ccc(S(=O)(=O)N(C)C3CCCCC3)cc2c1=O,-2,2,6,16,-16,12,1.0,-10,.
O=C(Nc1cccc(Oc2c(F)c(F)c(F)c(F)c2F)c1)N1C[C@@H]2C[C@@H](C1)c1cccc(=O)n1C2,1,9,5,0,9,-3,0.4,2,-5
C=CCn1c(Cc2ccc(OC)cc2)nnc1SCc1nc2ccccc2c(=O)[nH]1,-1,8,11,4,4,5,4.3,-7,13
CCOC(=O)c1c(COc2ccccc2)oc2ccc(O)cc12,0,6,0,8,15,-5,0.2,-5,2
COCC(=O)c1[nH]c2ccccc2c1C,-4,2,-2,-33,-19,-17,0.3,-4,11
CC(C)(C)NC(=O)CSc1nncn1-c1ccccc1,0,6,3,-8,-4,10,-3.8,0,-3
COc1ccc(CNC(=O)C2CCN(C(=O)[C@@H](CC(C)C)NC(=O)OC(C)(C)C)CC2)cc1,-7,13,-8,8,-2,0,-0.6,3,19
CCSc1nnc(NC(=O)C2CCCCC2)s1,-14,0,5,-8,-1,6,-0.3,1,0
CN(C)c1ccc(C=Nc2ccc(N(C)C)cc2)cc1,15,-2,-1,-1,1,2,.,-7,7
